Assay outcomes as filed in PubChem BioAssay.
CBFb RUNX1 block: blocks binding between human CBF-beta and RUNX1; Q01196+Q13951; AlphaScreen CBFb-His/RUNX1-biotin binding, biochemical; Potency, µM (doses to about 59.8 µM), for the others: at the top dose activity, negative = inhibition, hits mostly inhibitors; 230,000 tested, under 10 active; AID 1477; further: % of control where 0% means no effect
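Compounds were screened at multiple concentrations against a preformed CBF-beta(His)/RUNX1(biotin) complex (30 nM of each) for 15 min at room temperature, followed by 90 min with nickel and streptavidin beads and AlphaScreen reading.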
Epigenetic reg: epigenetic control regulation, reporter derepression; murine LDR cells, GFP reporter derepression, 30 h; Potency, µM (series often up to 53.9 µM), inactives show at the highest dose GFP activation, usual class: activators; 280,000 compounds, 0.2% hits; further: potency means the concentration at half of the fitted maximal effect; % of control where 0% means no effect; nearly all actives have a fitted effect of over 60% in size
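In this reporter-derepression format, murine cells bearing a silenced integrated CMV-GFP locus incubate with test compound (30 h, 37 C), then are washed and imaged; fluorescent objects of 20–120 um count as induced cells.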
IMPase Li inh: cell-permeable IMPase inhibitors with lithium potentiation | Potency, µM (series often up to 59.4 µM), for inactives: at the highest dose activity, negative = IMPase inhibition, usual class: inhibitors | CHO-M1 cells, IP1 TR-FRET (IP-One), carbachol + lithium | 210,000 compounds, 0.35% hits | AID 1457;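 further: IP1 builds up when IMPase is blocked and the TR-FRET signal falls; potency means the concentration at half of the fitted maximal effect; plate controls were basal vehicle for no effect and high inhibitor control for full effect; nearly all actives have a fitted effect of over 50% in size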
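Steps: plate 2000 CHO-M1 cells per well and culture 16–30 h; add compound and lithium; incubate 30 min, 37C; add d2-IP1 tracer and Eu cryptate anti-IP1 antibody in lysis buffer; read after 10 min at room temperature.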
HTT aggregate: reduces HttQ103-GFP aggregates in PC12 cells. PC12 HttQ103-GFP aggregates, Acumen cytometry, 40 h. 220,000 compounds, 1.1% hits. Potency, µM (highest dose often 46.1 µM), without a hit: top-dose activity change, negative = inhibition, actives largely listed as inhibitors; further: potency means the concentration at half of the fitted maximal effect; on the % scale 0 is the no-effect control and ±100 the full control effect; nearly all actives have a fitted effect of over 60% in size
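Aggregates are detected as GFP objects 1–25 µm with signal 6 STDEV over background in lysates of induced PC12 cells. These carry Huntingtin exon 1 with 103 glutamines fused to GFP under an ecdysone promoter; compounds titrated.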
L3MBTL1 block: blocks human L3MBTL1; AID 485360; AlphaScreen L3MBTL1–H3K9me1 peptide binding; Potency, µM (highest dose often 57.1 µM), inactives show top-dose activity, negative = inhibition, most hits filed as inhibitors; 230,000 compounds, 0.66% hits; Q9Y468; further: potency means the concentration at half of the fitted maximal effect; on the % scale 0 is the no-effect control and ±100 the full control effect; nearly all actives have a fitted effect of over 60% in size
Target sequence (Q9Y468 whole entry, looked up): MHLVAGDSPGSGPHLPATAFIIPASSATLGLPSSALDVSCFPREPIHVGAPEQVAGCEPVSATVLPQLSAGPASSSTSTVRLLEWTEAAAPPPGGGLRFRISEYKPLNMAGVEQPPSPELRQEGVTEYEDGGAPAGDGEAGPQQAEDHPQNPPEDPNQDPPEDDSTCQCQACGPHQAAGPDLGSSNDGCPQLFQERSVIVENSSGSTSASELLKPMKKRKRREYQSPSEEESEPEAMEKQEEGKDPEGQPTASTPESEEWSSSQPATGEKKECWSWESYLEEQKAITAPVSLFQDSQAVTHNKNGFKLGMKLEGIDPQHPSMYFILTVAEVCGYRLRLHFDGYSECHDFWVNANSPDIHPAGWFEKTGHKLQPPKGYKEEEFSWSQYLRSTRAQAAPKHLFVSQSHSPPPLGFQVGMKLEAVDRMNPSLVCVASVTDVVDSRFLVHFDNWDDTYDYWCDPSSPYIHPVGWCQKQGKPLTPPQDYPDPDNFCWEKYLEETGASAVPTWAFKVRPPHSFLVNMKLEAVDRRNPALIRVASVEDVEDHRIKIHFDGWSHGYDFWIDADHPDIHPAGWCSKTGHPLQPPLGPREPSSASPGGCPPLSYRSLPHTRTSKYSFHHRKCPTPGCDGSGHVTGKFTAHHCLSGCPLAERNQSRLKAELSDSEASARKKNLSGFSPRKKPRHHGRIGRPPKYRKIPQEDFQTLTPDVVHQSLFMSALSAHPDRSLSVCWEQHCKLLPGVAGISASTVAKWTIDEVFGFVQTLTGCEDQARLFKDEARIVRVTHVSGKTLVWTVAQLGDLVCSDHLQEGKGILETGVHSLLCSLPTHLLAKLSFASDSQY
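AlphaScreen proximity signal between nickel-chelate acceptor and streptavidin donor beads (final 10 ug/mL) reports binding of 50 nM L3MBTL1 to 75 nM biotin-H3 K9me1 peptide; complex incubated with compounds 30 min at room temperature; cefsulodin titration as control.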
Luc counter: Kinase-Glo luciferase inhibition (counter-screen); 200,000 compounds, 0.28% hits; Potency, µM (series often up to 38.3 µM), without a hit: at the highest dose activity change, negative = inhibition, hits mostly inhibitors; AID 1379; Kinase-Glo luciferase, ATP luminescence, 8 min; Q27757; further: potency means the concentration at half of the fitted maximal effect; on the % scale 0 is the no-effect control and ±100 the full control effect; nearly all actives have a fitted effect of over 60% in size
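Substrate mix (final 50 mM imidazole pH 7.2, 50 mM KCl, 7 mM MgCl2, 10 uM ATP, 0.01% Tween 20, 0.05% BSA) plus pin-tool compound, then Kinase-Glo detection mix; 8 min ambient, luminescence read.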
NPSR antagonist: neuropeptide S receptor (human) antagonism, cAMP; Potency, µM (highest dose often 38.3 µM), for the others: at the highest dose activity change, negative = inhibition, actives largely listed as inhibitors; 220,000 compounds, 1% hits; Q6W5P4; CHO-NPSR cells, cAMP TR-FRET, antagonist mode; further: potency means the concentration at half of the fitted maximal effect; on the % scale 0 is the no-effect control and ±100 the full control effect; nearly all actives have a fitted effect of over 50% in size; many of its hits are not listed in these tables
Numbers without * were called inactive; u = inconclusive; x = no result given; [ ] = remark or other dose. The call rests on the fitted dose curve; in most records, active means well fitted curve in the direction sought with a large enough effect; inconclusive means small, poorly fitted or top-dose-only effect, or another doubt; inactive means no such curve, though single readings can be large; an effect the other way counts as inactive or inconclusive.

Values in the order: CBFb RUNX1 block, Epigenetic reg, IMPase Li inh, HTT aggregate, L3MBTL1 block, Luc counter, NPSR antagonist
CCOC(=O)c1sc(NC(=O)CSc2ccccn2)c(C#N)c1C
→ -3.3%, -1.5%, -7.9%[38.3 µM], 10.8%, x, 0.8%, -28.3%[46.1 µM]
CCCn1c(C)cc(C(=O)COC(=O)c2ccc[nH]c2=O)c1C
→ -4.2%, 2.1%, -6.1%, -3.7%, -13.6%, u, 5.2%
COc1ccc(-n2ncc3c(NCc4ccco4)ncnc32)cc1
→ 0.3%, 0.0%, -8.8%[38.3 µM], 3.3%, -0.1%, -0.7%, -8.6%[46.1 µM]
COc1ccc(/C=C/C(=O)N[C@H](C(=O)O)C(C)C)cc1
→ 13.8%, 0.0%, 6.0%, -20.0%, 15.5%, -1.0%, 9.7%
S=c1[nH]nc(COc2ccccc2)n1Cc1ccccc1
→ -10.3%, 2.3%, 23.1%, 9.9%, -3.3%, -2.6%, 1.8%
CCc1nc2ccccc2c(C(=O)OCC(=O)NC(=O)c2cccn2C)c1C
→ -27.2%, 1.1%, x, 28.0%[9.22 µM], -20.9%, x, 18.6%
CC[C@H]1OC(=O)[C@H](C)[C@@H](O[C@H]2C[C@@](C)(OC)[C@@H](O)[C@H](C)O2)[C@H](C)[C@@H](O[C@@H]2O[C@H](C)C[C@H](N(C)C)[C@H]2O)[C@](C)(OC)C[C@@H](C)C(=O)[C@H](C)[C@@H](O)[C@]1(C)O
→ 6.4%, 0.0%, x, x, x, x, 5.9%
CCCNC(=O)C(=O)N/N=C/c1cccs1
→ 7.3%, -0.1%, u, -9.9%, 0.0%, 1.3%, 2.2%
CCOC(=O)/C(C#N)=C/Nc1ccccc1OC
→ -0.9%, -1.2%, -2.3%[38.3 µM], 14.0%, 0.5%, -5.4%, u
CC(C)OCCCNC(=O)Nc1cccc2ccccc12
→ 6.3%, 4.4%, 0.8%, 2.2%[9.22 µM], 8.4%, -1.1%, 7.4%
Cc1ccc(C)c(/C(O)=C2\C(=O)C(=O)N(Cc3cccnc3)C2c2cccnc2)c1 (configuration not stated)
→ -2.5%, u, 7.08µM*, 2.3%, -2.0%, -3.9%, -6.9%[46.1 µM]
O=C(CSCc1ccccc1)N/N=C/c1ccccc1OCc1ccccc1
→ 3.7%, -5.4%, x, 6.0%, 34.0%[activator], x, -13.1%[46.1 µM]
CN(CC(=O)Nc1ccc(N2CCOCC2)cc1)CC(=O)Nc1ccccc1[N+](=O)[O-]
→ 1.3%, 1.1%, -0.1%, 9.3%, -3.2%, 0.5%, 14.7%
O=C(/C=C/c1ccccc1)Nn1cnc2ccccc2c1=O
→ 2.3%, 0.0%, -4.4%, 10.2%, 13.0%, 1.7%, -0.6%[46.1 µM]
C/C(=N\NC(=O)C1(C)NC(C)(C)Cc2ccccc21)c1ccccc1 (configuration not stated)
→ 2.2%, -9.6%, 18.9%, -7.4%[9.22 µM], -1.6%, 0.4%, -34.2%
Cc1cccc(NC(=S)N(CCCN2CCOCC2)C(C)c2cc3ccccc3o2)c1 (configuration not stated)
→ -0.8%, -0.1%, 6.0%, -8.8%, x, -1.0%, -37.5%
N#CC1(C#N)CC(C=O)=C(N)C1(C#N)CC(=O)C12CC3CC(CC(C3)C1)C2 (configuration not stated)
→ -3.9%, 0.0%, -3.2%, -4.3%, -11.9%, 0.8%, -16.2%[46.1 µM]
CCC(Oc1ccccc1)C(=O)N1CCN(c2ccccn2)CC1 (configuration not stated)
→ 9.8%, 0.0%, 11.2%[38.3 µM], 7.0%, 1.4%[11.4 µM], -2.0%, -15.2%[46.1 µM]
Cn1c(SCc2nn[nH]n2)nc2c1c(=O)n(Cc1ccccc1Cl)c(=O)n2C
→ 5.7%, -1.1%, 23.2%[38.3 µM], u, 14.7%, 0.3%, -5.1%[46.1 µM]
Cc1ccc(-c2cc(N)n(-c3ccccc3)n2)cc1
→ -2.2%, -2.0%, 11.0%[38.3 µM], -29.0%, -5.8%, u, -5.0%[46.1 µM]
CCN(CC)CCCCCOc1ccccc1OC
→ 1.4%, -1.7%, 14.7%[38.3 µM], 24.5%, -6.2%, -4.6%, -12.3%[46.1 µM]
Cn1c(=NC(=O)c2ccccc2[N+](=O)[O-])sc2cccc(F)c21
→ 4.0%, 2.3%, x, -0.4%[9.22 µM], 5.6%, x, 22.0%
COCCn1c(C)cc(/C=C2/SC(=O)N(C(C)C(=O)OC)C2=O)c1C (configuration not stated)
→ -8.9%, -1.8%, x, 4.3%[9.22 µM], -11.8%, x, -43.4%
CCOc1ccc(CC(=O)Nc2c(C(N)=O)oc3ccccc23)cc1OCC
→ 1.1%, -2.0%, 0.8%, -16.8%, 6.4%, 2.0%, -10.9%[46.1 µM]
COC(=O)CSc1ncnc2c1cnn2Cc1ccccc1
→ 2.5%, 0.0%, u, 16.4%, 2.5%, -1.4%, 14.3%[46.1 µM]
COc1ccc(CCN2C(=O)c3[nH]nc(-c4ccccc4O)c3C2c2ccccc2)cc1OC (configuration not stated)
→ 8.3%, 1.9%, 12.4%[38.3 µM], 3.2%, 0.1%, -5.2%, u
CCOC(=O)N1CCN(c2c(N3CCc4ccccc43)c(=O)c2=O)CC1
→ -0.7%, 2.9%, -0.2%[38.3 µM], 16.4%, 4.5%, 2.8%, -1.2%[46.1 µM]
CSc1sc(C(=O)NCC2CC2)c2c1S(=O)(=O)N(C)c1ccccc1-2
→ 3.0%, 4.1%, x, 0.9%[9.22 µM], 0.9%, x, 14.5%[7.67 µM]

Grouped by structure: the compounds so far with a nitro group on carbon (2)
Values in the order: CBFb RUNX1 block, Epigenetic reg, IMPase Li inh, HTT aggregate, L3MBTL1 block, Luc counter, NPSR antagonist
CN(CC(=O)Nc1ccc(N2CCOCC2)cc1)CC(=O)Nc1ccccc1[N+](=O)[O-]
→ 1.3%, 1.1%, -0.1%, 9.3%, -3.2%, 0.5%, 14.7%
Cn1c(=NC(=O)c2ccccc2[N+](=O)[O-])sc2cccc(F)c21
→ 4.0%, 2.3%, x, -0.4%[9.22 µM], 5.6%, x, 22.0%

In the list so far, 11 contain a carbonyl joined to an NH by a bond outside any ring:
Values in the order: CBFb RUNX1 block, Epigenetic reg, IMPase Li inh, HTT aggregate, L3MBTL1 block, Luc counter, NPSR antagonist
CCOC(=O)c1sc(NC(=O)CSc2ccccn2)c(C#N)c1C
→ -3.3%, -1.5%, -7.9%[38.3 µM], 10.8%, x, 0.8%, -28.3%[46.1 µM]
COc1ccc(/C=C/C(=O)N[C@H](C(=O)O)C(C)C)cc1
→ 13.8%, 0.0%, 6.0%, -20.0%, 15.5%, -1.0%, 9.7%
CCc1nc2ccccc2c(C(=O)OCC(=O)NC(=O)c2cccn2C)c1C
→ -27.2%, 1.1%, x, 28.0%[9.22 µM], -20.9%, x, 18.6%
CCCNC(=O)C(=O)N/N=C/c1cccs1
→ 7.3%, -0.1%, u, -9.9%, 0.0%, 1.3%, 2.2%
CC(C)OCCCNC(=O)Nc1cccc2ccccc12
→ 6.3%, 4.4%, 0.8%, 2.2%[9.22 µM], 8.4%, -1.1%, 7.4%
O=C(CSCc1ccccc1)N/N=C/c1ccccc1OCc1ccccc1
→ 3.7%, -5.4%, x, 6.0%, 34.0%[activator], x, -13.1%[46.1 µM]
CN(CC(=O)Nc1ccc(N2CCOCC2)cc1)CC(=O)Nc1ccccc1[N+](=O)[O-]
→ 1.3%, 1.1%, -0.1%, 9.3%, -3.2%, 0.5%, 14.7%
O=C(/C=C/c1ccccc1)Nn1cnc2ccccc2c1=O
→ 2.3%, 0.0%, -4.4%, 10.2%, 13.0%, 1.7%, -0.6%[46.1 µM]
C/C(=N\NC(=O)C1(C)NC(C)(C)Cc2ccccc21)c1ccccc1 (configuration not stated)
→ 2.2%, -9.6%, 18.9%, -7.4%[9.22 µM], -1.6%, 0.4%, -34.2%
CCOc1ccc(CC(=O)Nc2c(C(N)=O)oc3ccccc23)cc1OCC
→ 1.1%, -2.0%, 0.8%, -16.8%, 6.4%, 2.0%, -10.9%[46.1 µM]
CSc1sc(C(=O)NCC2CC2)c2c1S(=O)(=O)N(C)c1ccccc1-2
→ 3.0%, 4.1%, x, 0.9%[9.22 µM], 0.9%, x, 14.5%[7.67 µM]

Some of the compounds tested. The share of hits here may be higher or lower than overall.
